STK33 kinase inh: human STK33 kinase inhibition | inhibition, % at 10 µM | AID 2661 | 0.073% of 320,000 active | purified STK33, MBP phosphorylation, ADP-Glo luminescence | Q9BYT3;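 active = inhibition at or above 25%, using the most active replicate where run in duplicate; inactive = inhibition below 25%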
Target sequence (Q9BYT3 whole entry, looked up): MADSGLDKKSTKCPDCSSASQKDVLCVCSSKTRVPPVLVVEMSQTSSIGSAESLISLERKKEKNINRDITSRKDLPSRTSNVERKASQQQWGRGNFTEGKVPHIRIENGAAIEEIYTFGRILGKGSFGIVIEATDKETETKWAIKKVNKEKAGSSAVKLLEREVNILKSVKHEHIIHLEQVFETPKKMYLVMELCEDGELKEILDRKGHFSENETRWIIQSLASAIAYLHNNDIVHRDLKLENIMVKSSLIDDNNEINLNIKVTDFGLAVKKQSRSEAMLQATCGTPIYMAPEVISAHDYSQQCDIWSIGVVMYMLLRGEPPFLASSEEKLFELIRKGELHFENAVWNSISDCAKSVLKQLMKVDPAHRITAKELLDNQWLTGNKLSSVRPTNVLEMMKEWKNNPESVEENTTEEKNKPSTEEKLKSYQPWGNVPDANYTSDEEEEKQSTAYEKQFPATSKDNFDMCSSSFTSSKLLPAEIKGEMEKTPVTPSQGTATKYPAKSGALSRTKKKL
OX1R FRET antag: antagonists of human orexin 1 receptor (OX1R) | 1.8% of 330,000 active | inhibition, % at 6.6 µM | OX1R-expressing cells, FRET antagonist read-out | AID 485270; in the data active = inhibition mostly above about 38%, no sharp cut-off; inactive = mostly below about 40%;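 also: 0% = agonist challenge alone and 100% = reference antagonist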
Target sequence (O43613 whole entry, looked up): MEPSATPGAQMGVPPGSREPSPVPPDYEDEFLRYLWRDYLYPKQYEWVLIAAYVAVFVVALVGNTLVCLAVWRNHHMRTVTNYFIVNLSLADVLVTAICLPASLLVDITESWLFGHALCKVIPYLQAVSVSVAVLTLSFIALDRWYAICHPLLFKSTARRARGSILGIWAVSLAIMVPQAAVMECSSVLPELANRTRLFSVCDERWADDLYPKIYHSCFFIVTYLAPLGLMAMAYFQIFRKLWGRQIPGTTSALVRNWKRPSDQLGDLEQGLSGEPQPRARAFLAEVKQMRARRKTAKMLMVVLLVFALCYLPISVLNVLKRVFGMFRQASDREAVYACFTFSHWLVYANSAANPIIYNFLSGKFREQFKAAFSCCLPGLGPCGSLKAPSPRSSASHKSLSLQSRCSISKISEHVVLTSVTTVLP
The depositor's hits bear a star; x = no result given.

STK33 kinase inh	OX1R FRET antag	structure
2.1	1.7	FC(F)(F)c1cccc(NC(=S)N2CCN(c3ccccn3)CC2)c1
0.7	35.1	O/N=C/c1cc(Cl)ccc1OCc1cccc2ccccc12
-2.2	18.6	C/C(=N\Nc1ccccc1[N+](=O)[O-])c1ccc(N2CCOCC2)cc1
-1.6	8.9	NC(=O)CSc1nnc(Cn2cnc3ccccc32)o1
0.2	13.2	Cn1c(=O)c2c(ncn2CCCC(=N)N2CCOCC2)n(C)c1=O
-1.2	13.4	CCn1ncc(C2=NOC(C(=O)NCCc3ccccc3)C2)c1C (stereo not drawn)
-0.9	4.8	COc1ccc(N2CCN(C(=O)c3cccc(S(=O)(=O)N4CCOCC4)c3)CC2)cc1
-1.3	-3.8	COc1ccc(Cl)cc1S(=O)(=O)Nc1ccc(Cl)cn1
-0.4	-0.5	O=C(O)CCSc1nnc(SCC(=O)NCC(F)(F)F)s1
-1.4	3.2	CCOc1ccc(S(=O)(=O)NCCC(=O)OCC(=O)N2CC(=O)Nc3ccccc32)cc1
-0.6	2.4	O=C(Nc1ccccc1)Nc1nnc(-c2ccccc2)s1
-1.0	12.0	COc1ccccc1/C=N/NC(=O)c1cccc(NC(=O)c2ccccc2Cl)c1
-0.5	4.1	COc1ccc(N(C(=O)Cc2cccs2)C(C(=O)NC2CCCC2)c2ccncc2)cc1OC (stereo not drawn)
-2.7	33.8	O=C(NCCc1ccccc1)c1ccc2c(c1)N(Cc1ccccc1)CCS2
-0.4	37.0	O=c1cc(-c2ccccc2)nc2c(-c3ccccc3)c(C(F)(F)F)[nH]n12
0.1	67.7	Cc1cccc(NC(=O)c2ccc([N+](=O)[O-])o2)c1
0.2	1.7	COC(=O)C1SCC2C(=O)N(Cc3ccc(F)cc3)CC(=O)N21 (stereo not drawn)
-1.1	14.5	Clc1ccc(Cn2nnc(-c3ccc(CN4CCOCC4)cc3)n2)cc1
-0.3	4.7	CCN(CC)S(=O)(=O)c1ccc(C(=O)Nc2c3c(nn2C(C)(C)C)CS(=O)(=O)C3)cc1
-0.5	95.3*	COc1ccc2oc(=O)c(C(=O)NCc3ccccn3)cc2c1
-1.6	21.7	COP(=O)(OC)c1nc(-c2ccc([N+](=O)[O-])cc2)oc1N1CCCCC1
-1.4	14.9	COc1cc(C)c(S(=O)(=O)Nc2ccccc2F)cc1C
-0.6	0.6	CCCc1cc(=O)[nH]c(SCC(=O)NCCN2C(=O)CSC2=O)n1
-1.8	-0.1	COC(=O)C1(c2ccccc2)NC(c2cccs2)C2C(=O)N(C)C(=O)C21 (stereo not drawn)
-0.5	11.2	CC(C)(C)OC(=O)C[C@H]1C/C=C\C[C@H](CC(=O)N(CCO)Cc2ccccc2)C(=O)NC[C@H](c2ccccc2)OC1=O
3.8	-2.0	COc1ccc2[nH]c(C(=O)O)c(CCNC(=O)/C=C/c3ccc(O)c(OC)c3)c2c1
-1.3	7.2	CCOC(=O)CNc1ncc(C(F)(F)F)cc1Cl
3.6	16.4	CC(C)[C@H](NS(=O)(=O)c1ccccc1)C(=O)Nc1ccccc1N1CCOCC1
-0.7	12.7	Cc1[nH]c(=O)c(C#N)c(C)c1CSc1ncccn1
0.7	1.9	COCCNC(=O)CSc1nc2sc(C)c(C)c2c(=O)n1-c1ccccc1
-1.3	7.4	COc1ccc(NC(=O)C2=NN(C3CCS(=O)(=O)C3)C(=O)CC2)cc1S(N)(=O)=O (stereo not drawn)
0.9	5.3	Cc1ccc(OCCN2CCCC2)cc1
-0.6	4.9	CN(C)c1ccc(C(=O)c2ccc(N(C)C)c(N)c2)cc1N
-1.3	7.4	Cc1csc(SCC(=O)N2CCN(S(=O)(=O)c3ccc(Cl)cc3)CC2)n1
-0.7	25.6	COc1ccc(C)cc1-n1c(SCC(=O)Nc2cc(C)on2)nc2sc(C)c(C)c2c1=O
-0.7	13.2	Cc1nnc(SCCN2C(=O)c3ccccc3C2=O)[nH]c1=O
-3.5	5.8	CCC(C)NC(=O)C1c2cc(OC)c(OC)cc2C(=O)N(C)C1c1cccs1 (stereo not drawn)
4.3	21.0	COc1ccc(CCNC(=O)CN(c2cccc([N+](=O)[O-])c2)S(C)(=O)=O)cc1
0.0	24.5	COc1ccc(C(=O)NCC(=O)NCC(=O)OCc2ccc(Br)cc2)cc1
-1.3	-1.5	CCCN1CCC(N(C)CCc2ccc(OC)c(OC)c2)CC1
-1.0	7.7	CCOC(=O)Cc1cc(=O)n2[nH]c(-c3ccc(Cl)cc3)cc2n1
-2.6	4.3	CC(C)NC[C@@H](O)COc1ccc(CC(N)=O)cc1
-1.3	27.5	Cc1ccc2c(N)c(C(=O)c3ccccc3)sc2n1
-0.4	26.2	Cc1ccc(-c2cn3cccnc3n2)cc1NC(=O)c1c(-c2ccccc2Cl)noc1C
-0.1	12.1	Cc1cccc(CC(=O)N2CCC(n3nccc3NC(=O)C3CC3)CC2)c1
0.1	43.0	O=C(NCc1ccccc1)c1ccc2c(c1)C(=O)N(Cc1ccncc1)C2=O
-1.5	5.7	CC(C)(C)NC(=O)CN(Cc1ccccc1)S(=O)(=O)c1ccccc1
0.5	0.2	CCOC(=O)C1CCN(CCC(=O)Nc2cccc(Cl)c2C)CC1
0.8	18.4	O=C(Nc1cc(Cl)ccc1N1CCCCC1)c1cccs1
-3.6	20.8	CC(C)CCNC(=O)CCCOc1ccccc1
-1.0	25.1	c1ccc(-c2nc3ccccn3c2NC2CCCC2)nc1
-2.2	6.8	Cc1cc(C(F)(F)F)nc(Nc2nc(C)c3ccccc3n2)n1
0.6	23.8	O=C(CCCc1nc2ccccc2s1)NCc1ccccc1
0.0	1.1	Cc1ccc(C(C)NC(=O)C2CCCC2)cc1C (stereo not drawn)
-0.9	16.0	O=C1C(CCCNC(=S)NCc2ccccc2)NC(=S)N1Cc1ccccc1 (stereo not drawn)
-1.5	23.0	COc1ccc(S(=O)(=O)NCC2CCCN(C(=O)c3ccccc3)C2)cc1 (stereo not drawn)
-0.8	4.6	Cc1ccc(-n2c(SCC(=O)NCC3CCCO3)nc3ccccc3c2=O)cc1C (stereo not drawn)
-1.2	7.8	Cc1ccc(NC(=O)Cn2nc([N+](=O)[O-])c(Br)c2C)cc1C
-0.2	6.4	O=C(Cn1cnc2ccccc2c1=O)NNC(=O)c1ccccc1F
x	21.4	COC(=O)/C=C/c1cccc([C@H]2[C@@H]3C=CC[C@@H](C)[C@@H]3C(=O)N2Cc2ccccc2)c1

(cont.)
STK33 kinase inh	OX1R FRET antag	structure
-6.1	14.4	O=C1NC(c2cc3c(cc2Cl)OCO3)Oc2ccccc21 (stereo not drawn)
0.0	12.2	CC1CCN(C(=O)c2cc(-c3ccco3)on2)CC1
-0.6	-0.6	Cc1ccc(C(=O)Nc2c(C(=O)N3CCOCC3)cnn2-c2ccccc2)cc1
-2.6	17.5	CCC(c1nnnn1C(C)(C)CC)N(CCCO)Cc1cc2cccc(C)c2[nH]c1=O (stereo not drawn)
-0.6	40.5	COc1ccc(Nc2nc(-c3cccs3)nc3ccccc23)cc1S(=O)(=O)N1CCOCC1
-0.9	-5.1	O=C(O)c1ccccc1C(=O)NCCCn1ccnc1
-0.8	23.0	O=C(Cc1ccc(F)cc1)NCCc1ccc(F)cc1
-1.6	29.6	Cc1nc(NCc2ccc(S(N)(=O)=O)cc2)c2c(C)c(C)sc2n1
3.0	18.2	O=C(O)Cc1ccc(NC(=O)c2ccc(Cl)c(Cl)c2)cc1
-2.0	61.2*	COc1ccc2oc(=O)c(C(=O)NCC3CCCO3)cc2c1 (stereo not drawn)
-1.6	31.0	Cn1cc(C(=O)C(=O)N2CCc3ccccc32)c2ccccc21
1.4	1.6	COc1ccc(CCNC(=O)c2cc(C3CC3)on2)cc1OC
1.5	13.2	C/C(=N\Nc1nccnc1Cl)c1ccc(F)cc1
-0.3	15.0	CCCOc1ccccc1C(=O)N(Cc1ccc(C)o1)C1CCS(=O)(=O)C1 (stereo not drawn)
-3.6	2.0	C/C(=N\O)c1c(O)cc(-c2ccccc2)n(-c2ccccc2)c1=O
-2.6	7.4	O=C(CN1C(=O)NC2NC(=O)NC21)N/N=C/c1ccc(F)cc1 (stereo not drawn)
0.0	25.0	O=c1[nH]c2ccccc2nc1CCc1ccccc1
0.5	135.1*	COc1ccc2cc3cc(C(=O)NCCCN4CCOCC4)oc3nc2c1
0.9	8.3	CN(Cc1ccccc1)C(=O)CCC1CCN(S(C)(=O)=O)CC1
-1.1	1.6	CCOc1ccc(S(=O)(=O)Nc2ccc(S(=O)(=O)Nc3cc(OC)ccc3OC)cc2)cc1
-1.1	-0.9	CCCCn1c(N)c(N(C)C(=O)c2cc3c(F)cccc3s2)c(=O)[nH]c1=O
-0.7	10.4	COc1ccc(CNC(=O)CSc2n[nH]c(N)n2)cc1OC
-1.4	10.9	C/C(CC(=O)Nc1ccc(Cl)c(C(F)(F)F)c1)=N\NC(=O)c1cc2ccccc2cc1O
-0.2	10.7	COc1ccc(N2C(=O)C3C(C2=O)C2C=CC3C23CC3)c([N+](=O)[O-])c1 (stereo not drawn)
-1.4	2.3	CN(C(=O)CSc1nnc(COc2ccccc2F)n1N)C1CCS(=O)(=O)C1 (stereo not drawn)
0.0	7.2	C/C(=N\NC(=O)c1ccc2ccccc2c1)c1cccnc1
-1.3	16.4	O=C(NCc1ccco1)c1ccc(NS(=O)(=O)c2cccc([N+](=O)[O-])c2)cc1
-0.8	13.4	COc1ccc(OC)c(S(=O)(=O)N2CCN(C(=O)CCc3ccccc3)CC2)c1
-0.6	11.7	COc1ccccc1/C=C/C(=O)OCC(=O)NC1CCS(=O)(=O)C1 (stereo not drawn)
-1.5	5.6	CCOc1ccc(/C=N/NC(=O)CC(=O)NCc2ccccc2)cc1
-0.5	19.6	Cc1ccc(-c2ocnc2C(=O)Nc2ccccc2NC(=O)c2ccccn2)cc1
-3.2	10.9	CCC(=O)c1ccc(OC(=O)N2CCOCC2)cc1
0.4	16.7	O=CNCC(=O)NC1CCCCCC1
-0.3	13.3	CCOC(=O)C1=NN(C(=O)Cc2ccccc2)C(O)(c2ccc(Cl)cc2)C1 (stereo not drawn)
0.2	27.3	Cc1cccc(NC(=O)C2CCCN(S(=O)(=O)c3c(C)nn(C)c3C)C2)c1 (stereo not drawn)
-1.5	15.8	CCSc1nnc(NC(=O)COc2cccc3ccccc23)s1
0.2	21.8	CC1CCN(S(=O)(=O)c2ccc3[nH]c(=O)[nH]c3c2)CC1
0.7	0.1	O=C1C2C3C=CC(C2C(=O)N1c1cccc(O)c1)C1C2C(=O)N(c4cccc(O)c4)C(=O)C2C31 (stereo not drawn)
-0.8	-0.6	CC(C)c1ccc(C2/C(=C(\O)c3ccc4c(c3)OCCO4)C(=O)C(=O)N2CCN2CCOCC2)cc1 (stereo not drawn)
x	66.8*	COc1ccc(S(=O)(=O)Nc2ccccc2C(=O)Nc2nc(-c3ccc(F)cc3)cs2)cc1OC
-0.8	3.9	O=C1Cc2ccccc2C(=O)N1OCc1ccc(Cl)cc1Cl
-2.6	2.3	O=C(Cn1cnc(S(=O)(=O)N2CCCCC2)c1)Nc1ccc(OC(F)(F)F)cc1
-0.4	13.2	CCCC(=O)NC1C2CC3CC(C2)CC1C3 (stereo not drawn)
-1.8	17.3	COc1ccc(CC(=O)Oc2ccc(Br)cc2F)cc1S(=O)(=O)N1CCOCC1
0.7	12.1	Cn1c(=O)c2c(nc3sccn32)n(C)c1=O
-0.9	11.4	CCCN1CCC(=NNc2ccc(C(=O)O)cc2)CC1
5.2	10.3	Nc1ccc2nc(-c3cccnc3)[nH]c2c1
1.0	7.8	CCOc1ccc(CCNc2nc3ccc(C)cc3n3cnnc23)cc1OCC
-1.0	5.8	Clc1ccccc1Sc1ccc(-c2ccccn2)s1
0.3	5.8	COc1ccc(/C=N/NC(N)=S)cc1
-1.0	6.7	[O-][N+]12CCCCC1CCCC2CO (stereo not drawn)
-2.1	14.1	Cc1ccc(-c2nn(-c3ccccc3)cc2C(=O)NCC2CCCO2)cc1 (stereo not drawn)
0.1	6.7	O=C(O)C(CCCCN1C(=O)C2C3C=CC(C3)C2C1=O)N1C(=O)C2C3C=CC(C3)C2C1=O (stereo not drawn)
-0.9	14.4	O=C(CN1C(=O)c2cccnc2Oc2ccc(Cl)cc21)N1CCCCCC1
0.2	7.1	CCOC(=O)Cc1csc2nc(-c3ccccc3)nn12

Compounds from the list above that contain two or more sulfur atoms, in the order listed:
STK33 kinase inh	OX1R FRET antag	structure
-0.4	-0.5	O=C(O)CCSc1nnc(SCC(=O)NCC(F)(F)F)s1
-0.3	4.7	CCN(CC)S(=O)(=O)c1ccc(C(=O)Nc2c3c(nn2C(C)(C)C)CS(=O)(=O)C3)cc1
-0.6	0.6	CCCc1cc(=O)[nH]c(SCC(=O)NCCN2C(=O)CSC2=O)n1
0.7	1.9	COCCNC(=O)CSc1nc2sc(C)c(C)c2c(=O)n1-c1ccccc1
-1.3	7.4	COc1ccc(NC(=O)C2=NN(C3CCS(=O)(=O)C3)C(=O)CC2)cc1S(N)(=O)=O (stereo not drawn)
-1.3	7.4	Cc1csc(SCC(=O)N2CCN(S(=O)(=O)c3ccc(Cl)cc3)CC2)n1
-0.7	25.6	COc1ccc(C)cc1-n1c(SCC(=O)Nc2cc(C)on2)nc2sc(C)c(C)c2c1=O
-0.9	16.0	O=C1C(CCCNC(=S)NCc2ccccc2)NC(=S)N1Cc1ccccc1 (stereo not drawn)
-0.6	40.5	COc1ccc(Nc2nc(-c3cccs3)nc3ccccc23)cc1S(=O)(=O)N1CCOCC1
-1.6	29.6	Cc1nc(NCc2ccc(S(N)(=O)=O)cc2)c2c(C)c(C)sc2n1
-1.1	1.6	CCOc1ccc(S(=O)(=O)Nc2ccc(S(=O)(=O)Nc3cc(OC)ccc3OC)cc2)cc1
-1.4	2.3	CN(C(=O)CSc1nnc(COc2ccccc2F)n1N)C1CCS(=O)(=O)C1 (stereo not drawn)
-1.5	15.8	CCSc1nnc(NC(=O)COc2cccc3ccccc23)s1
x	66.8*	COc1ccc(S(=O)(=O)Nc2ccccc2C(=O)Nc2nc(-c3ccc(F)cc3)cs2)cc1OC
-1.0	5.8	Clc1ccccc1Sc1ccc(-c2ccccn2)s1

A draw from above in order of formula weight, high to low.
STK33 kinase inh	OX1R FRET antag	structure
-2.1	14.1	Cc1ccc(-c2nn(-c3ccccc3)cc2C(=O)NCC2CCCO2)cc1 (stereo not drawn)
0.2	7.1	CCOC(=O)Cc1csc2nc(-c3ccccc3)nn12
0.3	5.8	COc1ccc(/C=N/NC(N)=S)cc1

Source: PubChem (several laboratories)
